Screening results as filed in PubChem BioAssay.
KKLEB cytotox = reduces viability of KKLEB cystic fibrosis airway cells; KKLEB CF airway cells viability, ATPlite luminescence, overnight; stronger effect = lower value; cells stimulated with P. aeruginosa culture filtrate; activity change (cytotoxicity), % at 5 µM; 360,000 compounds, 0.36% hits;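 active = corrected activity change at or below -50% at 5 µM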
Peg3 prom inh = inhibitors of Peg3 promoter; HeLa PEG-Prom luciferase reporter, luminescence, overnight; inhibition, % at 20 µM; AID 588405; 360,000 compounds, 1.7% hits;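 active = inhibition of at least 50% at 20 µM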
NR2E3 ag-1 = human photoreceptor-specific nuclear receptor agonism; Q9Y5X4; AID 602229; CHO-S Gal4-NCOR/VP16-NR2E3 two-hybrid, luciferase; inhibition of corepressor binding, % at 3.98 µM; 360,000 compounds, 0.35% hits;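 active = inhibition above the mean of all tested compounds plus 3 SD, cut at about 70% in these data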;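 also: 0% = DMSO with NR2E3 transfected cells and 100% = cells lacking NR2E3 construct; higher means lower luciferase signal from less NR2E3 corepressor binding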
Target sequence (Q9Y5X4 whole entry, looked up, the tested form may be a part): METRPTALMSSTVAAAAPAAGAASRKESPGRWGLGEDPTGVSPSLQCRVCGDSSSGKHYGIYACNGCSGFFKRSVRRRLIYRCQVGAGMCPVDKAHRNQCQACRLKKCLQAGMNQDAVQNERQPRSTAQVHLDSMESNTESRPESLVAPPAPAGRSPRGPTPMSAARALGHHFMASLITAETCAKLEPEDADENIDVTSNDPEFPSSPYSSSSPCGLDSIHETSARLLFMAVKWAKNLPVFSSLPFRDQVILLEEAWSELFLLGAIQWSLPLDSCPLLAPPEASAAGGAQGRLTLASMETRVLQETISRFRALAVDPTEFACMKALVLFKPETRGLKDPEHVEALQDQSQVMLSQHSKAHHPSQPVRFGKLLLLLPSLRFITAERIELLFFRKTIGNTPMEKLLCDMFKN
CF NFkB block = inhibitors of cystic fibrosis induced NF-kB. KKLEB NF-kB-GFP reporter, PAF-induced, GFP fluorescence overnight. inhibition, % at 5 µM. 360,000 compounds, 0.86% hits;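 active = at least 50% inhibition at 5 µM, scaled per plate between neutral and stimulator controls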;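 also: PAF is a Pseudomonas aeruginosa culture filtrate used as stimulus; plate controls were PAF-stimulated DMSO wells for no effect and unstimulated DMSO wells for full effect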
aDG glyco up = alpha-DG glycosylation activation. Pro5-aDG cells, alpha-DG glycosylation AlphaScreen (IIH6); 0% Pro5, 100% B10-LARGE cell signal. activation, % at 10 µM. 360,000 compounds, 0.22% hits. AID 624168;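 active = activation of at least 8% versus controls, or a plate z-score of at least 8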;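 also: Pro5 are CHO cells carrying HIG-tagged alpha-DG that lacks glycosylation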
NR2E3 ag-2 = agonists of human nuclear receptor NR2E3. GST-NR2E3/biotin-RetCOR TR-FRET, 1536-well. AID 2300. inhibition of corepressor binding, % at 4.78 µM. Q9Y5X4. 320,000 compounds, 0.12% hits;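 active = percent inhibition above the cutoff of mean plus 3 SD of all tested compounds, set per screening campaign, cut at about 20% in these data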;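 also: 0% = DMSO wells and 100% = biotin wells as full block of FRET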
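Test system: GST-NR2E3 and biotin-RetCOR proteins | Quantity: 1.35 nM GST-tagged NR2E3 final | Medium: Tris pH 7.5 | Also added: 7 nM biotin-RetCOR | Dosing: Compound at 4.8 µM, single dose | Timing: 5 h at 4 °C | Detection: Time-resolved FRET | Read-out basis: Percent inhibition | Benchmarks: Biotin wells as high control, 0.6% DMSO wells as low control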
MITF TRPM1 inh = reduces MITF-dependent TRPM1 promoter luciferase signal; SK-MEL-5 TRPM1 promoter luciferase, 24 h; inhibition, % at 12.5 µM; 330,000 compounds, 0.83% hits;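 active = mean inhibition across replicates of 60% or more, whatever share of single replicates reaches that level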; also: values of inactives mirror those of a sister screen read the other way
HIF-2a block = blocks HIF-2a reporter activity. 786-0 RCC cells HIF-2a reporter, luciferase luminescence, overnight. inhibition, % at 18.8 µM. 360,000 compounds, 0.72% hits;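 active = inhibition of the luminescence signal of 40% or more relative to plate controls, in a single-dose primary screen at 18.75 µM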
TWEAK-Fn14 inh = inhibitors of TWEAK-Fn14 interaction signaling | TWEAK-stimulated Fn14 reporter cells, luciferase luminescence, 8 h | inhibition, % at 10 µM | 360,000 compounds, 2% hits | AID 1159606; in the data active = inhibition above about 50%
iPSC survival up = hiPSC single-cell survival enhancement. survival enhancement, % at 20 µM. AID 602274. 360,000 compounds, 0.044% hits. ATPlite luminescence; 100% = ROCK inhibitor wells, 0% = DMSO; in the data active = survival enhancement above about 18%;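 also: cells exposed to compounds for 16 hours before the ATP read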
Shn3 3UTR inh = Schnurri-3 reporter inhibition in Clone20 osteoblasts; AID 588674; inhibition, % at 12.5 µM; 360,000 compounds, 0.52% hits; Clone20 osteoblast Shn3 3'UTR firefly luciferase, 24 h;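 active = mean inhibition of at least 75% with every replicate also reaching 75%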;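 also: 0% = median of neutral control wells and 100% = pilot-screen positive control compound; some compounds past the cut are filed as inactive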
* hit, by the source's call; x = not tested or not shown. The order is random; about 4.4% have a hit in one of these screens.

molecule,KKLEB cytotox,Peg3 prom inh,NR2E3 ag-1,CF NFkB block,aDG glyco up,NR2E3 ag-2,MITF TRPM1 inh,HIF-2a block,TWEAK-Fn14 inh,iPSC survival up,Shn3 3UTR inh
O=C(COc1ccc2c(C(F)(F)F)cc(=O)oc2c1)NCc1cccs1,13,6,-3,-4,0.0,-3,-4,5,-1,1.9,-8
Cc1ccc(N2CC(=O)Nc3c(sc4nc(C)cc(C)c34)C2=O)cc1,5,-12,-11,5,0.0,0,-9,7,-22,0.0,28
O=C(Nc1ccc(F)c(F)c1)c1ccc(F)c(S(=O)(=O)N2CCC3(CC2)OCCO3)c1,2,-16,-24,10,10*,0,6,-5,27,-0.2,84*
Cc1n[nH]c(=O)c2c(NC(=O)COC(=O)c3cc(F)cc(F)c3)oc(C)c12,1,-15,7,-20,-0.3,-5,9,5,-13,-0.4,-8
COC(=O)C1=C(C)Nc2ncnn2C1c1ccc(OCc2ccccc2)cc1 (stereo not drawn),-2,0,3,-24,0.0,8,5,3,13,-2.2,12
COc1ccc(OC)c(C(=O)N2CCC(CCC(=O)NC3CC3)CC2)c1,4,0,-16,-5,-0.1,3,1,5,7,0.4,-1
COC(=O)C1=C(C)OC(N)=C(C#N)C1c1cc(OC)ccc1OC (stereo not drawn),2,-9,2,34,-0.1,1,-1,7,26,3.6,6
CCOCCCNC(=S)N1C2CCC1CC(NC(=O)Nc1ccc(C(=O)OCC)cc1)C2 (stereo not drawn),-3,4,-20,3,-0.1,4,1,11,19,-0.7,-7
CC1CCC(C(C)C)C(OCC(O)CN2CCOCC2)C1 (stereo not drawn),0,24,-13,2,-0.2,-2,9,-8,6,1.7,0
Cc1ccc(NC(=O)C2=C(c3ccccc3)S(=O)(=O)CCS2(=O)=O)cc1,-72*,109*,16,96*,-0.8,4,95*,81*,88*,-1.0,96*
Cc1c(NC(=O)C2(C)CCCCC2)c(=O)n(-c2ccccc2)n1C,7,7,-19,-6,-0.1,2,-3,2,15,1.5,-11
COc1cc2c(cc1OC)[C@H](Cc1ccc(O)cc1)NCC2,2,15,-15,4,-0.1,4,-16,4,-20,1.0,7
Nc1ccc(S(=O)(=O)N2CCCc3ccccc32)cc1,-14,7,2,25,-0.3,3,9,11,22,1.0,-14
O=C(CC1C(=O)NCCN1Cc1ccc(Cl)c(F)c1)NCC1CCOCC1 (stereo not drawn),3,8,4,8,0.0,3,-10,14,3,-0.2,-9
C[C@H](CO)N1C[C@H](C)[C@H](CN(C)C(=O)CC2CC2)Oc2cc(Br)ccc2S1(=O)=O,3,14,-5,-1,0.0,x,x,8,5,-0.8,2
CCn1c(SCC(=O)O)nc2sc3c(c2c1=O)CCC3,-12,6,-25,8,-0.1,2,0,12,-7,3.2,-8
Cc1cc(NC(=O)CCOc2ccc(F)cc2)no1,5,10,-7,2,-0.1,x,-4,1,-1,0.0,x
COc1ccccc1N1CCN(C(=O)NC23CC4CC(CC(C4)C2)C3)CC1,4,-5,9,-4,-0.2,1,6,23,-5,-0.7,-6
Fc1cccc(NC(=S)NCc2ccccn2)c1,-6,-234,-30,12,-0.1,1,-7,-178,-32,-0.9,-47
O=C(NC(c1ccccc1)c1ccccc1)N1CCN(CCO)CC1,-11,12,2,5,-0.1,2,8,-10,-10,-0.6,12
Cc1c(N2C(=O)CS/C2=N\N=C\c2ccc(Cl)cc2)c(=O)n(-c2ccccc2)n1C,4,22,13,3,0.2,3,-5,21,2,-0.5,-24
CS(=O)(=O)N(CC(=O)Nc1ccccc1C(=O)N1CCOCC1)c1cccc(F)c1,11,6,-9,6,-0.3,4,-17,6,-10,0.4,-3
COC(=O)c1cc(C)cc(=O)o1,2,-3,31,-2,-0.1,-1,11,13,21,0.7,7
CCOC(=O)CCc1c(C)nc2c(c(C)nn2C(C)(C)C)c1C,-2,2,-6,12,-0.1,0,-7,16,0,-0.5,19
Cn1nnnc1Sc1ccc(C(=O)O)cc1[N+](=O)[O-],6,4,3,-6,0.0,-1,-10,13,12,1.6,-11
COc1cccc(-c2cc(C(F)(F)F)nc(-n3cc(C)cn3)n2)c1,1,2,4,-17,-0.1,1,-7,-5,-13,0.1,x
COC(=O)CNC(=O)COC(=O)c1ccc(OC)c([N+](=O)[O-])c1,6,2,-6,-4,-0.1,-2,2,4,11,0.8,-10
Cc1ccc2nc(NC(=O)C(NS(=O)(=O)c3cccc4nsnc34)C(C)C)sc2c1 (stereo not drawn),30,11,0,-14,0.2,1,14,12,26,1.9,2
COc1ccc(C(=O)Nc2nnc(S(=O)(=O)N(C)Cc3ccccc3)s2)cc1,-4,6,-22,9,0.2,4,-5,0,-1,-0.1,-6
O=C(OCn1nnc2ccccc2c1=O)c1cccnc1,12,11,-4,-11,0.1,-1,12,6,-11,2.9,21
Cc1ccc(CC2C(=O)N(c3cc(C)ccc3C)C(=O)C2C)cc1 (stereo not drawn),2,10,-9,17,0.1,3,1,25,0,0.8,8
Cc1ccc(Cn2c(C(C)Nc3nc(-c4ccc(F)cc4)cs3)nc3cc(C(F)(F)F)ccc32)cc1 (stereo not drawn),-12,21,8,-12,0.2,-1,1,11,6,-2.4,17
Cc1ccc(S(=O)(=O)n2nc(OC(=O)C3CCCCC3)cc2N)cc1,3,5,12,-6,0.0,-4,-1,16,-1,0.3,4
CCO[C@@H]1OC(C(=O)N2CCCCCCC2)=C[C@H](C2CCCCC2)[C@H]1CCCO,-6,7,-9,-7,0.1,-1,0,15,0,-1.7,-33
CC(CN1CCOCC1)OC(=O)c1ccc(C(C)(C)C)cc1 (stereo not drawn),2,5,16,-8,-0.1,0,1,13,-27,-0.4,6
CCSc1nc(-c2ccccc2)c2cc(Cl)ccc2n1,5,14,-6,18,0.1,-4,-1,16,-10,0.2,8
O=C(NN=C1C2CC3CC(C2)CC1C3)c1cccc(S(=O)(=O)N2CCOCC2)c1,4,1,-4,0,0.0,-2,3,11,0,1.0,-6
CCN(CC)c1nc(-c2ccccn2)nc(-c2ccccc2)c1C#N,-6,14,83*,4,6.7,5,22,11,-6,1.7,65
CN(C)CCC1(C2=CCCC2)CC/C(=C/c2ccc(Cl)cc2)C1=O (stereo not drawn),10,95*,-7,-11,2.0,x,-10,-12,-3,-4.2,9
CCCc1cc(C(=O)NC2CCCC2)no1,1,-174,-66,-14,-0.4,2,-45,-187,-1,-0.4,-82
COc1ccccc1N1CCN(C(=O)Cn2cnc3c2c(=O)n(C)c(=O)n3C)CC1,0,5,-28,7,-0.2,2,10,13,21,0.2,18
COc1cccc(CNC(=O)C(=O)NCC2OCCCN2S(=O)(=O)c2cc(C)ccc2C)c1 (stereo not drawn),10,19,-24,-14,-0.1,-1,23,11,-5,0.4,13
COc1cccc(C2C=C(Nc3ccccc3)C(=O)N2c2ccccc2)c1 (stereo not drawn),7,-29,-22,3,0.3,1,-5,-40,-18,-3.9,-14
O=C(Nc1ccccc1)N1CC=C(c2ccc(F)cc2)CC1,-5,-279,-107,6,0.9,1,-99,-328,-40,-5.3,-30
Cc1ccc(-c2nc3cc(N)ccc3o2)cc1,-9,-125,-108,-14,0.0,5,16,-75,70*,-2.0,19
O=C(CC1(O)C(=O)N(Cc2cccc3ccccc23)c2ccccc21)c1cccnc1 (stereo not drawn),-20,23,-7,28,0.1,0,-5,8,8,-3.7,12
CCOC(=O)Cc1csc(NC(=O)c2ccc(Br)o2)n1,5,-18,-30,-4,0.4,4,-11,-35,4,-0.6,-4
CCCCOc1ccc(-c2nnn(C(C)C(=O)OCC)n2)cc1 (stereo not drawn),5,-17,-22,-7,-0.1,3,-16,6,19,1.2,-9
O=C(CN1C(=O)NC2(CCCCCC2)C1=O)N1CCN(S(=O)(=O)c2ccccc2)CC1,2,5,18,-3,1.6,4,-1,12,10,0.0,-12
CCCCCN(C(=O)CCC(=O)OCC(=O)c1c(C)cc(C)cc1C)c1c(N)n(CCCC)c(=O)[nH]c1=O,8,10,-10,16,0.1,0,5,13,0,0.4,7
O=C(O)C1CCCN1C(=O)OCc1ccccc1 (stereo not drawn),-8,-7,14,7,-0.4,0,-3,9,-12,6.0,9
Cc1ccc(-c2nnc(SCC(=O)Nc3nccs3)n2N)cc1,5,-47,-27,5,1.3,0,5,-66,-7,-0.3,-15

Whole records from above. Order of screens: KKLEB cytotox, Peg3 prom inh, NR2E3 ag-1, CF NFkB block, aDG glyco up, NR2E3 ag-2, MITF TRPM1 inh, HIF-2a block, TWEAK-Fn14 inh, iPSC survival up, Shn3 3UTR inh
O=C(OCn1nnc2ccccc2c1=O)c1cccnc1 is listed as 12, 11, -4, -11, 0.1, -1, 12, 6, -11, 2.9, 21
Cc1ccc(S(=O)(=O)n2nc(OC(=O)C3CCCCC3)cc2N)cc1 is listed as 3, 5, 12, -6, 0.0, -4, -1, 16, -1, 0.3, 4
